Screens deposited in PubChem by National Center for Advancing Translational Sciences (NCATS).
ELG1 genotox: induces genotoxicity in HEK293T cells with luciferase-tagged ELG1 | HEK293T ELG1-luciferase reporter, luminescence, 16 h | Potency, µM (titrated, usually from 46 µM), for inactives: at the top dose activity change, positive = activation, hits mostly activators | 330,000 tested, 1.3% active | AID 504466; note: potency is the fitted concentration of half-maximal effect; % of control where 0% means no effect; nearly all actives have a fitted effect of over 60% in size
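After overnight (16 hr) compound treatment at 37 °C, ELG1-luciferase HEK293T cells were lysed with ONE-Glo; luminescence quantified 30 min later at room temperature.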
Giardia killer: Giardia lamblia killing; 340,000 tested, 0.15% active; AID 540267; activity change, % at 7.66 µM, hits read low; Giardia lamblia trophozoite viability; in the data active = activity change below about -80%; inconclusive = between about -30% and that limit;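 note: parasites exposed to compound for two days anaerobically before the ATP read; % is set by controls: 0 for no effect and ±100 for the full control effect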
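Media and compound were dispensed first, then trophozoites at 100 cells/well; plates sat 48 hrs at 37 deg C without oxygen before ATP luminescence reagent was added and read after 15-30 min at room temperature.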
NPC1 promoter act: activators of NPC1 promoter; Huh7 NPC1 promoter luciferase reporter, 24 h; Potency, µM (titrated, usually from 9.22 µM), without a hit: top-dose activation, usual class: activators; 320,000 tested, 2.4% active; AID 485313;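 note: potency is the fitted concentration of half-maximal effect; % of control where 0% means no effect; nearly all actives have a fitted effect of over 60% in size; reporter is driven by a mutant NPC1 promoter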
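NPC1 promoter–luciferase Huh7 cells; 24 h compound; luminescence.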
FLuc counter: firefly luciferase modulation, counter-screen for miR-21 project | 360,000 tested, 6.9% active | purified FLuc, Km substrates, luminescence inhibition | Potency, µM (series often up to 57.5 µM), for the others: at the highest dose activity change, negative = inhibition, actives largely listed as inhibitors;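 note: potency is the fitted concentration of half-maximal effect; plate controls were vehicle for no effect and reference inhibitor for full effect; nearly all actives have a fitted effect of over 55% in size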
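Purified P. pyralis luciferase (10nM final) with 10uM D-luciferin and 10uM ATP (Km levels) in 50mM Tris acetate pH 7.5, 10mM Mg acetate, 0.01% Tween-20, 0.05% BSA; qHTS 6-point titration, ~60 µM downward; luminescence read.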
Tb PFK block: inhibitors of T. brucei phosphofructokinase. 330,000 tested, 0.17% active. O15648. AID 485367. T. brucei PFK, ADP-Glo luminescence. Potency, µM (highest dose often 57.5 µM), without a hit: at the highest dose activity, negative = inhibition, actives largely listed as inhibitors;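 note: potency is the fitted concentration of half-maximal effect; 0% = uninhibited 1x PFK enzyme wells and -100% = no-enzyme wells; nearly all actives have a fitted effect of over 60% in size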
Target sequence (O15648 whole entry, looked up): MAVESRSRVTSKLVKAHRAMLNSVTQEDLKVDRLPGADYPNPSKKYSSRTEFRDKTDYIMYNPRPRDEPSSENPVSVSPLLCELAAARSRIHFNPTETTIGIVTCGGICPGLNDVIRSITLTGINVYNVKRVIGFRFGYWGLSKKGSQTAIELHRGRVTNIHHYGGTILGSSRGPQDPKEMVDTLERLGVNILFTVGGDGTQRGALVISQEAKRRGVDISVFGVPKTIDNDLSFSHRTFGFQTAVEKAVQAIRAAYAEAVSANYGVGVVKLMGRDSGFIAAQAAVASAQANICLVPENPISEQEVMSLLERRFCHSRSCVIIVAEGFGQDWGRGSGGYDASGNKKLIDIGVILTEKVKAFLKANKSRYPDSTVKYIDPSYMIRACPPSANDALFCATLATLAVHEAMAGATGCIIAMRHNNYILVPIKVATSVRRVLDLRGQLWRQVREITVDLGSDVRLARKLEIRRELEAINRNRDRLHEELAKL
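In TEA buffer at pH 8.0 with 5 mM MgCl2, enzyme (1.25 nM) converted F6P (0.5 mM) and ATP (0.1 mM) for 45 min at room temperature. ADP product was read by luciferase luminescence.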
Coupling enz: counter-screen for Giardia aldolase inhibitors: coupling enzyme system; coupling enzyme system counterscreen, AmpLite Red fluorescence; activity change, negative = inhibition, % at 58.2 µM, hits read low; 290,000 tested, 0.67% active; in the data active = activity change below about -30%; note: % is set by controls: 0 for no effect and ±100 for the full control effect
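Counterscreen lacking aldolase: glyceraldehyde-3-phosphate coupling-enzyme reagent preincubated 10 min at RT with compound (at 57.5 uM final), then substrate/coupling system with AmpLite Red added; fluorescence read at 525/598 nm after 20 min RT.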
uPA surface inh: cell surface uPA generation inhibition. 330,000 tested, 0.31% active. cell surface uPA generation assay, qHTS. Potency, µM (titrated, usually from 38.3 µM), for inactives: top-dose activity change, negative = inhibition, hits mostly inhibitors; active = well fitted inhibition curve with a large enough effect; inconclusive = small, poorly fitted or top-dose-only effect; inactive = no such curve, though single readings can be large or run the other way; tested in mouse RAW 264.7 cells; note: potency is the fitted concentration of half-maximal effect; % is set by controls: 0 for no effect and ±100 for the full control effect; nearly all actives have a fitted effect of over 55% in size
Rab9 prom act: activates the Rab9 promoter; Huh7 Rab9 promoter-luciferase reporter, luminescence, 24 h; Potency, µM (highest dose often 9.22 µM), for the others: at the top dose activation, negative = inhibition, most hits filed as activators; 320,000 tested, 2.8% active; AID 485297; note: potency is the fitted concentration of half-maximal effect; % of control where 0% means no effect; nearly all actives have a fitted effect of over 60% in size
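Quantitative HTS format; Huh7 Rab9-luciferase reporter cells (1500/well) receive compound 2 h post-plating, incubate 24 h at 37 °C, then get luciferase reagent for 10 min before luminescence reading.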
Gal4-VP16 FLuc: inhibits Gal4-VP16 luciferase reporter, ROR gamma counter-screen; 310,000 tested, 3.5% active; Drosophila S2 Gal4-VP16 UAS-luciferase, luminescence, 20 h; Potency, µM (titrated, usually from 53.6 µM), inactives show at the highest dose activity, negative = inhibition, usual class: inhibitors;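 note: Gal4-VP16 expression switched on by copper sulfate through the metallothionein promoter; potency is the fitted concentration of half-maximal effect; % is set by controls: 0 for no effect and ±100 for the full control effect; nearly all actives have a fitted effect of over 50% in size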
RORgamma inh: inhibitors of mouse ROR gamma transcriptional activity; P51450; Drosophila S2 Gal4-RORgamma UAS-luciferase reporter, 20 h; Potency, µM (series often up to 53.6 µM), for the others: at the top dose activity change, negative = inhibition, usual class: inhibitors; 310,000 tested, 5.4% active; note: potency is the fitted concentration of half-maximal effect; % is set by controls: 0 for no effect and ±100 for the full control effect; nearly all actives have a fitted effect of over 60% in size
Target sequence (P51450 whole entry, looked up, the tested form may be a part): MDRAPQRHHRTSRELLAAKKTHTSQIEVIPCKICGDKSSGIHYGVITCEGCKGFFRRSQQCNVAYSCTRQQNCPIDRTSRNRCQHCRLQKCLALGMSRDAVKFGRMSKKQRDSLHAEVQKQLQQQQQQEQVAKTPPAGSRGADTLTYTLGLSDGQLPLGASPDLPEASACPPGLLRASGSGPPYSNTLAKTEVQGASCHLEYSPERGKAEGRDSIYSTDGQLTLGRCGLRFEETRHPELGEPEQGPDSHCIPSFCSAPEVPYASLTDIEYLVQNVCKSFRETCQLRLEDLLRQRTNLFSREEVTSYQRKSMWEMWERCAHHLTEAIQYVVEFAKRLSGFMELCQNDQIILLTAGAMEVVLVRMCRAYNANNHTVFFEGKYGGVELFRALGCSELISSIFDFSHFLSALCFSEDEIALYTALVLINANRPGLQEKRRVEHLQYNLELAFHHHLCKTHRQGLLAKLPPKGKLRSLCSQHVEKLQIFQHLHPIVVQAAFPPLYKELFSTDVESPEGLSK
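Using a luciferase readout, inhibitors were identified by reduced reporter activity in Drosophila cells coexpressing a copper-inducible Gal4–ROR gamma fusion and UAS-driven Photinus luciferase, incubated 20 hr after 700 uM copper sulfate.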
KCNH2 3.1 block: inhibitors of human KCNH2 3.1 potassium channel isoform; U2OS KCNH2 3.1, thallium flux FluxOr; active compounds read low; 340,000 tested, 0.95% active; activity change, % (tested at about 1.8 µM);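 active = maximum activity change below -70%; inconclusive = maximum activity change from -70% to -50%; inactive = maximum activity change above -50%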;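 note: thallium influx rate constant from kinetic fluorescence after stimulation buffer; % is set by controls: 0 for no effect and ±100 for the full control effect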
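Steps: virus added to U2OS suspension (4 h, RT, dark); medium with 10% FBS added, cells plated, 37 C overnight; FluxOr/Red40 loading buffer 45 min RT; stimulation buffer, 2 min kinetic read; rate constant normalized.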
Numbers without * were called inactive; ? = inconclusive; nt = no result given; [ ] = dose if it differs, or a comment. Unless noted, calls come from the whole dose curve; as a rule, active = well fitted curve in the direction sought with a large enough effect; inconclusive = small, poorly fitted or top-dose-only effect, or another doubt; inactive = no such curve, though single readings can be large; an effect the other way counts as inactive or inconclusive.

compound	ELG1 genotox	Giardia killer	NPC1 promoter act	FLuc counter	Tb PFK block	Coupling enz	uPA surface inh	Rab9 prom act	Gal4-VP16 FLuc	RORgamma inh	KCNH2 3.1 block
N#Cc1cn(CC(=O)O)c2ccccc12	-4.2%	-1.3	7.4%	-0.6%	-0.2%	4.5	-4.8%	4.6%	-6.9%	7.9%	-2.1
CCCCNc1ncnc2sc3c(c12)CCN(CCC)C3	-2.9%	38.1[activator]	-4.2%	-0.2%	-4.1%	1.8	-2.3%	0.1%	-1.1%	39.3%	-34.0
O=C(NCc1ccccc1)c1ccc2c(c1)OCCO2	8.6%	33.5[activator]	18.7%	?	-8.9%	0.9	5.6%	?	4.0%	?	-3.9
CCOC(=O)c1ccc2[nH]c3c(c2c1)CN(C)CC3	?	0.1	-2.7%	1.1%	-6.8%	2.9	-11.2%	1.0%	-2.5%	-16.9%	-19.8
COc1ccc(-c2cc(C(=O)NC(C(=O)O)C(C)C)c(C)o2)cc1OC (stereo not given)	?	-0.2	?	?	1.0%	3.4	-0.7%	?	-6.7%	-28.4%	4.1
Cc1ccc(C(=O)CSc2ccc(-c3cccnc3)nn2)cc1	0.6%	17.2	-1.0%	-6.8%	-9.7%	-0.1	-11.8%	-0.5%	2.51µM*	112µM*	19.4
COc1cc(SC#N)ccc1N=Cc1c(C)[nH]n(-c2ccc(C)cc2C)c1=O	nt	-13.8	nt	1.2%	nt	1.6	-3.7%	nt	?	?	0.1
Cc1ccc(NC(=O)[C@H](CC(C)C)NC(=O)[C@@H]2Cc3ccccc3CN2)cc1	4.3%	14.5	-3.1%	-9.2%	0.6%	nt	1.7%	-3.0%	1.5%	1.9%	-3.7
Cc1cc(OCC(O)CN2CCc3ccccc3C2)ccc1Cl (stereo not given)	-8.7%	24.1	0.4%	-3.0%	1.1%	0.0	4.3%	-5.0%	?	-27.9%	-79.8*
CC(C)Nc1nc(NC(C)(C)C)nc(Oc2ccc(=O)n(C)n2)n1	?	0.4	-9.6%	2.1%	0.3%	2.6	-10.8%	-8.2%	1.9%	-27.3%	1.8
C=CCN1C(=O)C(CC(=O)Nc2ccccc2)N(Cc2ccccn2)C1=S (stereo not given)	5.2%	-0.7	-0.5%	2.4%	-2.6%	3.8	0.6%	-4.9%	-7.4%	20.6%	7.6
Cc1ccc(S(=O)(=O)CC(c2ccccc2)N2CCOCC2)cc1 (stereo not given)	nt	-0.5	nt	10.8%	nt	3.0	4.7%	nt	10.8%	7.7%	-22.0
OC1(c2ccccc2)CCN(Cc2ccccc2)C2CCCCC21 (stereo not given)	-7.2%	9.9	4.7%	0.8%	-1.6%	1.0	-5.4%	-5.2%	-8.7%	-12.9%	-7.3
COc1ccc(/C=C(\NC(=O)c2ccco2)C(=O)NCc2ccco2)cc1	0.8%	-15.6	-3.8%	0.1%	3.5%	-1.0	1.4%	-1.1%	9.5%	-5.1%	-5.6
COc1ccccc1C(CNC(=O)C1COc2ccccc2O1)N1CCCC1 (stereo not given)	-0.2%	26.7	-10.8%	-9.3%	-0.8%	nt	-4.5%	-3.5%	nt	nt	-13.7
COc1ccc(CN2C(=O)CNC2=S)cc1	-2.2%	-4.7	-1.3%	7.5%	-5.1%	3.7	-1.0%	-3.6%	-12.2%	-2.1%	2.2
CCc1ccccc1OCC(=O)Nc1ccc(S(N)(=O)=O)cc1	-1.2%	-22.9	1.2%	3.1%	3.6%	-1.1	nt	-2.7%	3.8%	41.5%	3.4
Cn1c(=O)c(=O)n(C)c2cc(S(=O)(=O)NCCOc3ccccc3Cl)ccc21	3.2%	4.3	-2.0%	1.4%	-2.2%	0.4	-1.1%	-0.8%	19.1%	-22.1%	2.3
Cc1nc2scc(-c3ccc(C(C)C)cc3)c2c(=O)n1N	-11.3%	25.0	-4.6%	-0.9%	-3.1%	2.0	0.6%	5.5%	?	?	0.0
COc1ccc(-n2cnc3ccccc32)cc1	-15.4%	-6.7	4.0%	?	-7.3%	0.7	1.1%	2.9%	?	-32.2%	1.4
Cc1noc(C)c1CSc1nnc2sc3ccccc3n12	6.3%	-6.0	-0.7%	2.6%	-0.1%	3.5	-4.6%	3.4%	-5.7%	-17.0%	3.3
CCOC(=O)N1CCC(NC(=O)c2ccc(CS(=O)c3ccc(Cl)cc3)o2)CC1 (stereo not given)	-0.5%	?	-8.4%	1.6%	-8.2%	0.8	-0.4%	-0.6%	4.9%	5.7%	-8.3
CCOC(=O)c1c(NC(=O)COC(=O)c2nccnc2N)sc(C(=O)N(C)C)c1C	3.1%	0.0	0.5%	0.0%	2.0%	nt	-6.3%	-3.9%	nt	nt	8.5
COc1ccc(CCNC(=O)C2CCN(Cc3nc(-c4ccccc4F)oc3C)CC2)cc1OC	-0.4%	-2.6	-2.0%	2.6%	13.3%	-0.3	nt	-3.5%	0.3%	-3.4%	4.3
CC1(C(=O)CSc2nc3ccccc3s2)CCC(=O)O1 (stereo not given)	10.7%	-6.4	-1.3%	-8.5%	1.2%	2.6	0.5%	2.0%	-13.6%	?	-14.5
C=CCn1c(SCC2CCCCO2)nc2sc(CC)cc2c1=O (stereo not given)	-4.2%	-0.3	-2.8%	1.0%	-1.6%	1.9	-1.7%	-5.8%	-5.1%	13.4%	-1.0
Cc1cc(C)cc(NC(=O)c2ccc(CSc3nnc(C)s3)cc2)c1	8.3%	-5.8	3.5%	7.57µM*	-5.2%	0.3	-7.8%	9.6%	-6.0%	8.4%	1.3
O=C1C(Nc2ccccc2)=CC(c2ccc(O)cc2)N1c1ccccc1 (stereo not given)	-2.2%	-6.1	-2.6%	-9.1%	-14.3%	-0.2	3.9%	-4.4%	5.2%	-5.3%	-3.7
Nc1nonc1-n1nnc(C(=O)N/N=C/c2ccc(Cl)cc2)c1-c1ccc2c(c1)OCO2	2.6%	-20.4	20.2%	1.2%	-0.4%	nt	0.0%	-1.5%	-12.8%	-25.2%	-13.0
Cc1ccc(NC(=O)CCn2cccc2)cc1F	5.3%	-0.2	-2.0%	4.0%	-5.8%	0.5	-5.4%	-0.5%	?	18.1%	9.7
Cc1ccc(N(CC(=O)NCCSc2nc3ccccc3s2)S(=O)(=O)c2ccccc2)c(C)c1	-8.6%	2.3	0.8%	0.0%	0.0%	2.7	-2.9%	-0.8%	-13.8%	28.8%	-18.5
Cc1ccc(CNC(=O)Nc2ccc(OC(F)(F)F)cc2)n1C	-2.7%	-2.3	2.0%	-10.1%	-7.4%	-4.0	-2.1%	-2.3%	12.6%	17.0%	5.0
CC(C)NC(=O)Cn1c(=O)c2c(ncn2Cc2ccccc2)n(Cc2ccccc2)c1=O	16.7%	-10.2	1.3%	-1.3%	7.3%	-2.3	nt	-0.9%	4.5%	-27.8%	3.5
CNC(=O)CSc1nc2ccccc2c(=O)n1CCc1ccccc1	0.3%	-5.8	1.7%	-2.1%	-2.5%	-1.7	-3.2%	0.3%	1.5%	-17.2%	2.5
O=C(C1CCN(c2nnc(-n3cccc3)s2)CC1)N1CCOCC1	-0.5%	6.2	1.4%	-11.6%	-5.0%	2.2	6.9%	-4.3%	7.4%	-3.6%	8.4
COc1cc(/C=C/C(=O)OCC(=O)N2CCC(Cc3ccccc3)CC2)ccc1O	-5.1%	-5.2	-4.2%	-5.8%	4.6%	7.2	-11.7%	-8.6%	-4.9%	?	1.7
Cc1cc(OCc2cc(C(=O)NC(C)c3c(C)nn(C)c3C)no2)cc(C)c1Cl (stereo not given)	?	0.9	2.51µM*	6.75µM*	-1.6%	nt	1.8%	2.24µM*	6.1%	8.8%	-1.1
COc1ccc(OC)c(N=CC2=C(O)CC(C)(C)CC2=O)c1	3.6%	9.5	1.1%	-6.5%	0.1%	-0.8	-28.2%	1.9%	-4.2%	5.8%	-13.3
Cc1ccc(Nc2cc(C)c(O)c(C)c2)cc1	?	8.5	15.1%	?	-5.2%	-28.4	-8.6%	11.1%	?	8.91µM*	55.0
CC(C)c1nc(SCC(=O)Nc2cccc3ccccc23)n[nH]1	-1.3%	0.7	nt	nt	-0.5%	nt	1.5%	nt	nt	nt	-3.1

An unsorted share of the library; 14% or so of the library scored in one or more.
